Assay outcomes: PubChem BioAssay, National Center for Advancing Translational Sciences (NCATS)
Lipid storage S3 = qHTS Assay for Lipid Storage Modulators in Drosophila S3 Cells; lipid storage change, negative = inhibition, % at the top dose, mostly 46.1 µM; hits show Potency in µM; AID 2685; actives 0.64% (n = 320,000); Drosophila S3 cells, BODIPY lipid droplet fluorescence, 18-24 h; cells fed with added oleic acid; active = well fitted inhibition curve with a large enough effect in the signal ratio, with a control signal flat, not every such curve was filed as active; inconclusive = small, poorly fitted or top-dose-only effect, or effect the other way, or a change in a side signal; the % refers to the signal ratio
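Drosophila S3 cells loaded with oleic acid (400 uM, as added) and compounds at several concentrations; lipid droplets imaged by 488-nm laser-scanning cytometry, 500–530 nm intensity and object ratio to cell channel. Percent activity normalized to 20 uM Triacsin C.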
Lipid storage S3 cell count max = recorded beside Lipid storage S3, whose call it bears; cell number change, %; measured here: cell count max response;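 cells counted by Cell Tracker Red CMTPX staining in the red channel; peak over a dose series mostly up to 46.1 µM; percent activity relative to internal control wells on each plate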
The depositor's hits bear a star; i = inactive; ? = inconclusive; . = no result given. % is set by controls: 0 for no effect and ±100 for the full control effect; potency is the fitted concentration of half-maximal effect. An excerpt. The share of hits here may be higher or lower than overall.

SMILES	Lipid storage S3	Lipid storage S3 cell count max
O=P(O)(Oc1ccccc1)OC(c1ccccc1)C(F)(F)C(F)(F)F (stereo unspecified)	-23.7%	4.2
CN1CCCCC1c1ccc(-c2cccnc2)nc1 (stereo unspecified)	-9.6%	0.2
OC(COCc1ccc(Cl)cc1)CN1CC=C(c2ccccc2)CC1 (stereo unspecified)	?	.
Cc1ccc(N2C(=O)NC(=O)/C(=C/c3cnc(-c4ccccc4)nc3)C2=O)cc1C	5.6%	-4.1
Cn1cc(C=C(C#N)C#N)c2ccccc21	?	.
CC(C)CN(C(=O)CN1CC=C(c2ccccc2)CC1)c1c(N)n(CC(C)C)c(=O)[nH]c1=O	-24.5%	8.3
CC(=O)Nc1ccc(OC(=O)c2ccccc2N)cc1	i	.
C=CCN(c1ccc(C(=O)N(CC)CC)cc1)S(C)(=O)=O	2.3%	-13.6
CC(C)n1c(=O)c(C=Nc2ccc(Cl)cc2)c(O)n(Cc2ccco2)c1=O	?	.
CCc1ccc(-n2c(O)c(C(C)=O)c(=O)[nH]c2=O)cc1 (tested in a mixture with another compound)	-7.2%	8.5
Nc1ncnc(Sc2ncccn2)c1[N+](=O)[O-]	?	.
Cc1cc(OCCCC(=O)NCc2cccs2)ccc1Cl	-8.7%	.
Cc1c(C(=O)N2CCC3(CC2)OCCO3)oc2ccc(S(=O)(=O)N3CCOCC3)cc12	i	.
CCC(C)n1c(O)c(C=NCCc2ccccc2)c(=O)[nH]c1=S (stereo unspecified)	?	.
C=Cn1ccnc1P(O)(=S)c1nc(C)c(CCOC(C)=O)s1 (stereo unspecified)	1.1%	2.6
COc1ccc(Cc2c(O)[nH]c(=S)[nH]c2=O)cc1	?	.
CCN1CCC2(CC1)NC(CO)(CO)CO2	13.6%	0.4
N#CCCn1cc(C(=O)Nc2ccccc2Cl)c(-c2ccc(F)cc2)n1	?	.
CCCCC(=O)N/N=C/c1c(O)n(Cc2ccco2)c(=O)[nH]c1=O	-2.2%	5.2
COP(=O)(OC)C(Nc1ccc([N+](=O)[O-])cc1)c1ccccc1 (stereo unspecified)	?	.

Some of the entries above in another layout.
SMILES,Lipid storage S3,Lipid storage S3 cell count max
Cn1cc(C=C(C#N)C#N)c2ccccc21,?,.
CC(C)CN(C(=O)CN1CC=C(c2ccccc2)CC1)c1c(N)n(CC(C)C)c(=O)[nH]c1=O,-24.5%,8.3

Additional results:
SMILES	Lipid storage S3	Lipid storage S3 cell count max
CC(=O)OC1(c2ccccc2)CCN(C2CCCCC2)CC1C (stereo unspecified)	-12.1%	-16.3
COc1ccc(CN2C(=O)NC(=O)/C(=C\c3cccc(OC)c3OC)C2=O)cc1	4.3%	12.3
Cn1c(O)c(C(=Nc2ccc(F)cc2)c2ccccc2Cl)c(=O)n(C)c1=O	?	.
COC(=O)C(NC(=S)N1CC2C[C@@H](C1)Cn1c2cccc1=O)C(C)C (stereo partly specified)	?	.
CCOP(=O)(c1ccc(N(C)C)cc1)C(O)c1cc(OC)c(OC)c(OC)c1 (stereo unspecified)	?	.
O=C(OCC(=O)c1ccc([N+](=O)[O-])cc1)/C(=C\c1ccc(Cl)cc1)NC(=O)c1ccccc1	11.0%	-10.0
COc1ccc(-c2nn(CCC#N)cc2C(=O)O)cc1	?	.
Cc1ccccc1NC(=O)NCCN1CC1	?	.
CC(OC(=O)c1cn(C)c2ccccc12)C(=O)N1CCCC1 (stereo unspecified)	?	.
CCOP(=O)(c1ccccc1)c1nc(-c2ccc(F)cc2)oc1N1CCCCC1 (stereo unspecified)	?	.
CC1CCCCN1Cc1ccc(Cl)nc1 (stereo unspecified)	?	.
CC(C)NC(=O)c1ccc(N2CC3CC(C2)c2cccc(=O)n2C3)c([N+](=O)[O-])c1 (stereo unspecified)	-0.2%	9.6
CCn1c(C(=O)N2CCC(C(=O)N3CCC4(CC3)OCCO4)CC2)cc2sccc21	0.6%	-12.6
CCOc1c(P(=S)(N(C)C)N(C)C)c(C)nn1-c1ccccc1	?	.
COCCNCCOc1ccc(C(C)(C)c2ccccc2)cc1	?	.
COC(=O)C1=C(c2cccc(C#N)c2)C[C@@H]2CC[C@H]1N2C(=O)NCCCOC(C)C	?	.
C=Cn1ccnc1P(=S)(c1ccn(C)c1)c1nccn1C=C	?	.
COCCOC(=O)C1=C(N)Oc2c(c(=O)oc3ccccc23)[C@@]12C(=O)Nc1ccccc12	?	.
CN1CCC(O)(c2ccc(Cl)cc2)C(C(=O)c2ccc(Cl)cc2)C1 (stereo unspecified)	-7.7%	6.4
Cn1nc(OC(=O)Nc2ccc(Cl)cc2)cc1C(F)(F)F	?	.
O=C(c1cnn2c(C(F)(F)F)cc(-c3ccccc3)nc12)N1CCC2(CC1)OCCO2	-13.3%	-12.6
CCOC(=O)N(C)c1ccc(C(O)(C(=O)OCC)C(F)(F)F)cc1 (stereo unspecified)	i	.
CC1CN=C(Nc2ccc(F)c(Cl)c2)S1 (stereo unspecified)	6.4%	0.7
COC(=O)C1=C(c2ccc(F)cc2F)C[C@@H]2CC[C@H]1N2C	-9.9%	-11.1
Cc1ccc(CN2CCCN(Cc3ccc(Cl)cc3)S2(=O)=O)cc1	?	.
CCCC(=O)NC(Oc1ccc(Cl)cc1Cl)C(Cl)(Cl)Cl (stereo unspecified)	?	.
Cc1cc(N2C(=O)CC(N3CCC(n4c(=O)[nH]c5ccccc54)CC3)C2=O)no1 (stereo unspecified)	?	.
O=c1[nH]c(=O)n(C2CCCCC2)c(O)c1/C=C/C=Nc1ccccc1	?	.
COC(=O)c1c(C)n(Cc2ccco2)c2ccc(O)cc12	?	.
COc1ccc(N=C(C)c2c(O)n(C3CCCCC3)c(=O)[nH]c2=O)c(OC)c1	-0.7%	6.9
O=[N+]([O-])c1ccc(N2CCNCC2)cc1NCC1CCCO1 (stereo unspecified)	?	.
CN(C)C(=O)Oc1cccc(-c2cn3cc(Cl)ccc3n2)c1	?	.
CC(=O)OC1(c2ccc(C)cc2)CN2CCC1c1ccccc12 (stereo unspecified)	?	.
O=C(c1ccc(N2CC3CC(C2)c2cccc(=O)n2C3)c([N+](=O)[O-])c1)N1CCCC1 (stereo unspecified)	?	.
COc1ccc(CC2c3cc(OC)c(OC)cc3CCN2C)cc1O (stereo unspecified)	?	.
CCCCn1c(N)c(C(=O)OCC2CCCO2)c2nc3ccccc3nc21 (stereo unspecified)	?	.
COc1ccc(CN2CCN(C(=O)COc3ccc4ccccc4c3)CC2)c(OC)c1	?	.
CCCCCn1c(=O)c(C(=O)Nc2ccccc2Cl)c(O)c2ccccc21	?	.
COc1cccc(CC(=O)N2CCN(Cc3cccc(Cl)c3)CC2)c1	-8.7%	-14.5
CCOC(=O)C1(c2ccccc2)CCN(CC(=O)Nc2cccc3ccccc23)CC1	?	.
C/C(=N\NC(=O)c1ccccc1)c1c(O)n(C2CCCCC2)c(=O)[nH]c1=O	?	.
Cc1ccc(NC2=NCCCS2)cc1Cl	?	.
CC1(C)C(=O)C=C[C@]2(C)[C@H]3CC[C@@]4(C)[C@H](c5ccoc5)OC(=O)[C@H]5O[C@]54[C@]3(C)[C@H](O)C[C@@H]12	-2.5%	-17.0
COC(=O)c1ccccc1N=Cc1c(O)[nH]c(=S)[nH]c1=O	?	.
O=C1NC(=O)C(CCc2ccncc2)(Cc2ccc(OCc3ccccc3)cc2)C(=O)N1	-0.3%	9.1
ClC1=C(Cl)C2(Cl)C3C(Cl)C=CC3C1(Cl)C2(Cl)Cl (stereo unspecified)	12.0%	22.0
Cn1c(O)c(/C=C2\N=c3ccccc3=C2CCNC(=S)NC2CC2)c(=O)n(C)c1=O	?	.
O=C1NC(=O)N(c2ccccc2F)C(=O)/C1=C/c1cn(CC(=O)N2CCOCC2)c2ccccc12	?	.
O=[N+]([O-])c1ccc(N2CCCC2)c2ccncc12	?	.
CCN(CC)CCCN=C(C)c1c(O)n(C2CCCCC2)c(=O)[nH]c1=O	?	.
CCN1CCN(S(=O)(=O)c2ccc(Cl)c(C(=O)Nc3ccc(C(=O)N(CC)CC)cc3)c2)CC1	-3.0%	15.2
Cc1cc(C=C(C#N)C#N)ccc1N1CCCC1	?	.
O=C(O)Cn1cc(C(=O)c2ccccc2)c2ccccc21	16.5%	6.8
O=C(Nc1cccc2ccccc12)N1CCC2(CC1)OCCO2	15.0%	-9.9
Nc1ccc2c(c1)Cc1cc([N+](=O)[O-])ccc1-2	?	.
O=C1NC(=O)N(Cc2ccccc2)C(=O)/C1=C\N1CCCc2ccccc21	-1.8%	14.3
O=C(Cc1ccccc1)N1CCN(C2CCCCCC2)CC1	-4.9%	.
CCCNc1oc(-c2cccc3ccccc23)nc1C#N	i	.
Cc1cccc(NC(=S)NC2CC3CCC(C2)N3Cc2ccco2)c1 (stereo unspecified)	?	.
O=C(c1cc2c(s1)CCCCCC2)N1CCC2(CC1)OCCO2	?	.
Continuation:
SMILES	Lipid storage S3	Lipid storage S3 cell count max
O=C(C[n+]1ccn(CCCNP2(=O)C=C(c3ccccc3)OC(c3ccccc3)=C2)c1)c1ccccc1	?	.
Cc1cc(C)cc(NC(=O)CCNC(=O)N2C[C@H]3C[C@@H](C2)c2cccc(=O)n2C3)c1	?	.
CN1CCN(/N=C/c2c(O)n(CCC3=CCCCC3)c(=S)[nH]c2=O)CC1	-3.1%	19.4
O=C(Nc1ccc(F)cc1)c1c(O)c2c(n(Cc3ccccc3)c1=O)CCCC2	3.6%	-2.8
Cn1cc(C(=O)Cc2ccccc2)c2ccccc21	?	.
COc1cc2c(cc1O)CC1c3c(cc(O)c(OC)c3-2)CCN1C (stereo unspecified)	?	-23.6
Clc1ccc(N2CCNCC2)nn1	?	.
Cc1ccc(N2C(=O)NC(=O)C3(Cc4ccccc4N4CCN(c5ccccc5)CC43)C2=O)cc1 (stereo unspecified)	20.6%	-22.3
CN(C)CC1CSCCC1(O)c1ccccc1Cl (stereo unspecified)	-0.1%	-8.2
O=C(Cn1c(=O)oc2cc(S(=O)(=O)N3CCCC3)ccc21)N1CCCC1	?	.
Cc1cc(C)n2nc(C)[n+](C)c2n1	-12.4%	6.5
COc1ccc(CN2CCN(c3ccccc3F)CC2)cc1O	?	.
COc1ccc(/C=C/C(=O)NC(=S)N2C[C@H]3C[C@H](C2)c2cccc(=O)n2C3)cc1OC	?	.
CN[C@H](C)[C@H](O)c1ccccc1	-1.8%	4.5
COc1cccc(C(=O)C2CN(C)CC2c2ccc(Cl)cc2)c1 (stereo unspecified)	2.8%	-0.9
NCC(CC(=O)O)C1CCCCC1 (stereo unspecified)	?	.
CC(C)Oc1ccc(CC2(CCc3ccncc3)C(=O)NC(=O)NC2=O)cc1	-2.1%	12.7
O=c1[nH]c(=O)n(CCC2=CCCCC2)c(O)c1C=NCCCn1ccnc1	?	.

Arranged by length of the SMILES (ascending): some entries from above.
SMILES	Lipid storage S3	Lipid storage S3 cell count max
CC1CCCCN1Cc1ccc(Cl)nc1 (stereo unspecified)	?	.
CCN1CCC2(CC1)NC(CO)(CO)CO2	13.6%	0.4
CC1CN=C(Nc2ccc(F)c(Cl)c2)S1 (stereo unspecified)	6.4%	0.7
Cc1cc(C=C(C#N)C#N)ccc1N1CCCC1	?	.
CCCNc1oc(-c2cccc3ccccc23)nc1C#N	i	.
COc1ccc(CN2CCN(c3ccccc3F)CC2)cc1O	?	.
O=[N+]([O-])c1ccc(N2CCCC2)c2ccncc12	?	.
O=C(Nc1cccc2ccccc12)N1CCC2(CC1)OCCO2	15.0%	-9.9
Nc1ccc2c(c1)Cc1cc([N+](=O)[O-])ccc1-2	?	.
CCCC(=O)NC(Oc1ccc(Cl)cc1Cl)C(Cl)(Cl)Cl (stereo unspecified)	?	.
CN(C)C(=O)Oc1cccc(-c2cn3cc(Cl)ccc3n2)c1	?	.
N#CCCn1cc(C(=O)Nc2ccccc2Cl)c(-c2ccc(F)cc2)n1	?	.
O=c1[nH]c(=O)n(C2CCCCC2)c(O)c1/C=C/C=Nc1ccccc1	?	.
CC(C)Oc1ccc(CC2(CCc3ccncc3)C(=O)NC(=O)NC2=O)cc1	-2.1%	12.7
O=C(Cn1c(=O)oc2cc(S(=O)(=O)N3CCCC3)ccc21)N1CCCC1	?	.
CN1CCN(/N=C/c2c(O)n(CCC3=CCCCC3)c(=S)[nH]c2=O)CC1	-3.1%	19.4
COc1ccc(CN2C(=O)NC(=O)/C(=C\c3cccc(OC)c3OC)C2=O)cc1	4.3%	12.3
C/C(=N\NC(=O)c1ccccc1)c1c(O)n(C2CCCCC2)c(=O)[nH]c1=O	?	.
O=C1NC(=O)C(CCc2ccncc2)(Cc2ccc(OCc3ccccc3)cc2)C(=O)N1	-0.3%	9.1
Cc1c(C(=O)N2CCC3(CC2)OCCO3)oc2ccc(S(=O)(=O)N3CCOCC3)cc12	i	.
O=C(c1ccc(N2CC3CC(C2)c2cccc(=O)n2C3)c([N+](=O)[O-])c1)N1CCCC1 (stereo unspecified)	?	.
CC(C)CN(C(=O)CN1CC=C(c2ccccc2)CC1)c1c(N)n(CC(C)C)c(=O)[nH]c1=O	-24.5%	8.3
COc1ccc(/C=C/C(=O)NC(=S)N2C[C@H]3C[C@H](C2)c2cccc(=O)n2C3)cc1OC	?	.
